# CaV13 FRET inh – Disruptors of the CACNA1D IQ motif to Ca2+-dependent inactivation inhibitor domain association, primary screening, Förster resonance energy transfer in intact living … | HEK cells, CFP/YFP FRET ICDI-IQ, plate reader, 10 min; percent FRET-ratio fall versus neutral wells | inhibition, % at 12.3 µM | 340,000 compounds, 0.098% hits;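 active means mean replicate inhibition of at least 30% and at least 1% of replicates passing that level; inconclusive means only one of the two criteria is met; inactive means neither criterion is met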;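 further: 0% = median of the neutral control wells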
# aDG glyco act – increases alpha dystroglycan glycosylation. AID 624168. Pro5-aDG cells, alpha-DG glycosylation AlphaScreen (IIH6); 0% Pro5, 100% B10-LARGE cell signal. 360,000 compounds, 0.22% hits. activation, % at 10 µM;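 active means activation of at least 8% versus controls, or a plate z-score of at least 8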;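 further: Pro5 are CHO cells carrying HIG-tagged alpha-DG that lacks glycosylation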
# MC4R antagonist – blocks human MC4R cAMP signaling. P32245. inhibition, % at 6.5 µM. MC4R-expressing cells, MTII-stimulated cAMP, LANCE TR-FRET. 360,000 compounds, 0.48% hits. AID 540295;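 active means inhibition above its plate's cutoff, the mean of tested wells on that plate plus 3 SD, cut at about 29% in these data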;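 further: 0% = Melanotan II alone and 100% = Melanotan II plus saturating MCL0020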
# Target sequence (P32245 whole entry, looked up): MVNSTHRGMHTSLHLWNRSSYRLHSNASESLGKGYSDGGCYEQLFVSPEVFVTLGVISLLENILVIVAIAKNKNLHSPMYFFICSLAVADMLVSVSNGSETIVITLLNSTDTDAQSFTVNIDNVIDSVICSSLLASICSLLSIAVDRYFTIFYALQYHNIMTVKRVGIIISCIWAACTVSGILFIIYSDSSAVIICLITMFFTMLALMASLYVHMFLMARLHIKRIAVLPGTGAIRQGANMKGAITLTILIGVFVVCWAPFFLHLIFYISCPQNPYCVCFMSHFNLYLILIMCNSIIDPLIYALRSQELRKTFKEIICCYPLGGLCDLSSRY
#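 Material – human MC4R-expressing U2OS cells · Repeats – no replicates · Detection – TR-FRET with Eu-cAMP and labeled anti-cAMP, 671 nm · Times – compound 30 min, challenge 1 h, detection 1 h · Compound – single nominal compound dose of 6.5 µM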
# MC4R barr agon – activates human MC4R beta-arrestin recruitment; P32245; U2OS MC4R beta-arrestin complementation, luminescence; percent of melanotan II response, DMSO zero; activation, % at 8.9 µM; 360,000 compounds, 0.98% hits; AID 540308;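 active means activation above a per-plate cutoff, the mean activation of sample wells on that plate plus 3 SD, cut at about 8% in these data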
# ABCB6 inh MLPCN – blocks the human ABCB6 transporter; Q9NP58; K562-ABCB6 porphyrin accumulation, flow cytometry, 1 h; active compounds read low; fluorescence ratio to DMSO, % at 10 µM; AID 602162; 360,000 compounds, 0.19% hits;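 active means fluorescence ratio to DMSO below 75%, the collection mean minus 3 SD; inconclusive means too few cells collected in the well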;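 further: signal is porphyrin accumulated inside mitochondria; 100% equals median channel fluorescence of DMSO control wells; lower ratio means ABCB6 inhibition with less porphyrin fluorescence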
# Vif imaging – inhibitors of HIV Vif | 340,000 compounds, 0.35% hits | inhibition, % at 7.49 µM | HEK293T cells, Vif self-association by quenched fluorescence, imaging, 24 h | AID 602346; in the data active means inhibition above about 50%, passing the limit was not always enough; inconclusive means no clear call, values can overlap the other calls; inactive means below about 31%; further: some results filed as inactive read as strong as hits
# N-glyco inh – blocks N-linked glycosylation in D54 reporter cells; D54 ERlucT glycosylation luciferase reporter, 24 h; percent of 100 nM tunicamycin response; reporter increase, % at 12.5 µM; 360,000 compounds, 0.23% hits;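 active means mean luciferase reporter signal, scaled so untreated is 0 and the glycosylation-blocking control 100, at or above a set limit in every replicate; inconclusive means mean reaches the limit but not every replicate does; inactive means mean below the limit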;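 further: luciferase carries N-glycosylation sites so blocking glycosylation raises the light; 0% = median of neutral control wells and 100% = median of 100 nM tunicamycin wells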
# PDI inh – blocks human protein disulfide isomerase activity; AID 588391; inhibition, % at 10 µM; PDI insulin aggregation turbidity, A650, 90 min; 350,000 compounds, 0.052% hits; P07237;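 active means mean inhibition across replicates of 30% or more, whatever share of single replicates reach that level; inconclusive means mean inhibition below 30% while every single replicate reaches 30%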;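 further: absorbance from insulin aggregation driven by PDI reduction with DTT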
# Target sequence (P07237 whole entry, looked up): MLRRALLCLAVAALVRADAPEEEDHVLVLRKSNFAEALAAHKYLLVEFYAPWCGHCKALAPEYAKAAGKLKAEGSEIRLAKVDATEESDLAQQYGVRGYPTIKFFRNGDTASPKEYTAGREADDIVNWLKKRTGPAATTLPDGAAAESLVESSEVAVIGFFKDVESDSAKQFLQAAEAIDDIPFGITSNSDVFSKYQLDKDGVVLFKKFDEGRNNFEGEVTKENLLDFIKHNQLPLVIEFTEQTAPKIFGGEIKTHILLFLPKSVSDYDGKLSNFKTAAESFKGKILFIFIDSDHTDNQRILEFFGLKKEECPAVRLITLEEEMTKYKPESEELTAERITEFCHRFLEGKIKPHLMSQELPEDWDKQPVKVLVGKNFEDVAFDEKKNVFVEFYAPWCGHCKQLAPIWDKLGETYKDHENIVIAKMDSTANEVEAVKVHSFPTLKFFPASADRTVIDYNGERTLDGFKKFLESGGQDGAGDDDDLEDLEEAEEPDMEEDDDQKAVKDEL
# m5-HT2A agonist – agonists of mouse serotonin 5-HT2A receptor (HTR2A) | P35363 | CHO-K1 mHTR2A beta-arrestin complementation, luminescence; percent of 30 µM serotonin response | activation, % at 7.6 µM | 360,000 compounds, 0.66% hits | AID 624169;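 active means activation above a run cutoff, the mean activation of all tested compounds plus 3 SD, cut at about 14% in these data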;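 further: 0% = plate median of compound wells and 100% = 30 µM serotonin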
# Cardio protect – myocardial damage modulation in H9c2 cells; AID 588492; H9c2 cardiomyocytes, H2O2 injury protection, ATPLite, 2 h; 360,000 compounds, 0.63% hits; protection from H2O2 cell death, % at 20 µM;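 active means compounds giving at least 50% protection of heart cells from peroxide-induced death in the single-dose screen, raw or plate-pattern-corrected value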;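 further: 0% = DMSO wells with peroxide and 100% = DMSO wells without peroxide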
# * hit, by the source's call; ? = inconclusive; / = not tested or not shown.
SMILES,CaV13 FRET inh,aDG glyco act,MC4R antagonist,MC4R barr agon,ABCB6 inh MLPCN,Vif imaging,N-glyco inh,PDI inh,m5-HT2A agonist,Cardio protect
Cc1ccc(NC(=S)NCc2ccc3c(c2)OCO3)cc1C,-4,-0.1,3,-1.1,105,4,1,-13,-1,-6
CCCCCCn1c(=O)c(F)cn(Cc2ccc(OC)c([N+](=O)[O-])c2)c1=O,/,0.1,1,0.7,95,-22,3,1,1,10
O=C(CSc1ccc(Br)cc1)NC1CCCCCC1,-6,0.0,5,0.7,100,-22,-1,-8,1,-5
Cc1cc(C)c(C(=O)COC(=O)CN2C(=O)NC3(CCCC3)C2=O)cc1C,-5,-0.3,5,-1.3,99,-14,0,0,-4,15
CCCCSC1=N/C(=C/c2ccsc2)C(=O)N1c1ccccc1,-2,-0.2,13,-1.9,97,-3,-4,2,-3,-11
COc1cc(N/N=C(\C)c2ccc(N)cc2)nc(-c2ccccc2)n1,-9,-0.1,12,-1.9,98,1,-2,0,0,6
COCCNC(=O)C1(C)CCCN(C(=O)c2ccc(F)cc2Cl)C1 (stereo unspecified),-5,-0.1,-5,0.3,90,/,0,-3,-2,2
CCOC(=O)Nc1nc(-c2ccccc2)c(C(=O)c2ccc(Cl)cc2)s1,/,-0.3,-31,-1.9,82,/,15,-11,0,7
CCc1ccc2[nH]cc(S(=O)(=O)c3ccc(C)c(C)c3)c(=O)c2c1,-3,-0.1,7,-1.3,99,-5,0,-1,-4,-4
CC(NC(=O)c1cccs1)C(c1cccs1)N1CCN(c2ccccc2)CC1 (stereo unspecified),-7,0.1,-1,-0.6,95,/,-8,9,-3,8
COc1ccccc1S(=O)Cc1ccc(C(=O)NC2CCCC2)o1 (stereo unspecified),-4,0.0,1,-0.3,98,5,0,-7,-2,2
CCOc1ccc(NC(=O)CCSc2ccc(C)cc2)cc1,-2,-0.2,5,-1.3,99,4,0,-3,0,-8
COc1ccc(NC(=S)NNC(=O)OC(C)(C)C)cc1OC,-4,0.1,0,0.2,101,-3,-2,6,-2,1
CCCCOc1ccc(-c2nnn(CC(=O)c3c[nH]c4ccccc34)n2)cc1,-5,0.1,10,0.7,97,-2,-2,-4,3,2
Cc1ccc(-c2csc3ncnc(NCCC(=O)O)c23)cc1,-5,-0.1,8,1.2,99,9,0,0,3,4
CCCCOc1ccc(CSc2nc(C)[nH]c2[N+](=O)[O-])cc1[N+](=O)[O-],-4,0.4,-3,-0.4,91,-9,0,0,-4,-12
CCCN(C(=O)c1cccc(S(=O)(=O)N2CCN(C)CC2)c1)c1c(N)n(Cc2ccccc2)c(=O)[nH]c1=O,-4,-0.2,-5,-1.0,104,0,1,-7,-1,0
CC(Oc1ccccc1)C(=O)NNS(=O)(=O)c1ccc([N+](=O)[O-])cc1 (stereo unspecified),-4,0.2,8,-0.8,99,4,0,2,-1,7
COc1cc(NC(=O)c2cc3cccc(OC)c3o2)cc(C(=O)Nc2cccc(C(F)(F)F)c2)c1,-6,-0.1,33*,0.0,95,7,-21,-13,2,42
Cc1nn(-c2ccccc2)c(Cl)c1C1C(C#N)=C(N)OC2=C1C(=O)CC(C)(C)C2 (stereo unspecified),-1,0.5,-10,-1.9,94,-11,13,1,-4,-7
CCc1ccc(-c2cc(C(=O)O)c3ccccc3n2)s1,-4,0.0,9,1.5,97,-2,-2,2,1,-20
O=[N+]([O-])c1cc(F)c(N2CCOCC2)cc1N1CCCCC1,-7,-0.3,1,-1.2,99,-6,-2,-9,-1,0
COC(=O)c1sc(S(=O)(=O)N2CCN(c3ccc(OC)cc3)CC2)c(C(=O)OC)c1C,-6,-0.3,3,0.5,102,/,0,-1,-5,-1
COc1ccc(CCNC(=O)c2ccc(CS(=O)(=O)c3ccc(Br)cc3)o2)cc1OC,-4,-0.2,5,0.1,98,/,-3,5,3,-9
COc1cccc(NC(=O)COC(=O)c2ccc3c(c2)OCCO3)c1,-14,0.6,5,-0.2,100,-2,0,13,1,1
# (cont.)
SMILES,CaV13 FRET inh,aDG glyco act,MC4R antagonist,MC4R barr agon,ABCB6 inh MLPCN,Vif imaging,N-glyco inh,PDI inh,m5-HT2A agonist,Cardio protect
COc1ccc(C(=O)N2c3ccccc3CC2C)cc1OC (stereo unspecified),/,0.9,0,0.5,95,-1,1,0,2,5
COc1ccccc1NC(=O)N1CCN(Cc2ccc3c(c2)OCO3)CC1,2,0.0,3,-1.8,92,-4,1,2,-2,-1
Cc1ccc(NC(=O)COC(=O)C2CC2(Cl)Cl)cc1C (stereo unspecified),-2,0.0,-2,0.8,91,-1,3,2,2,-3
O=C(Nc1cccc(C(=O)N2CCCCC2)c1)C1CCCCC1,-7,0.0,14,-1.1,105,/,4,-6,-1,15
Cc1onc(-c2c(Cl)cccc2Cl)c1C(=O)NCc1ccco1,/,0.2,5,-2.5,91,/,-1,22,-1,-2
C=C(C)COc1ccc(-c2ncncc2-c2ccccc2OC)c(O)c1,-18,-0.2,11,3.2,100,0,-2,-4,-4,4
C#CCNC(=O)C[C@@H]1C[C@@]2(C(=O)OC)CCCCC=C2N(Cc2ccc(Cl)cc2Cl)C1=O,-9,0.1,/,/,95,/,/,/,2,/
CSc1ccccc1OCc1cc(C(=O)N(C)C(C)c2ccccn2)no1 (stereo unspecified),/,0.3,11,-2.9,102,2,1,9,-4,1
CC1(C)CC(=O)c2c(O)cc(OCC(=O)Nc3ccc(CCO)cc3)cc2O1,/,-0.3,4,0.0,76,-10,-6,/,4,-5
O=C(NC1CCCCC1)C1CCN(C(=O)c2ccc(-c3ccccc3)cc2)CC1,/,-0.2,16,-3.7,87,2,-2,7,-6,-9
O=C(/C=C/c1ccc(OC(F)F)cc1)Nc1cccc(S(=O)(=O)NC2=NCCCCC2)c1,/,1.1,1,-1.7,90,-27,-6,2,-1,-12
COc1ccc(OCCCC(=O)Nc2nccs2)cc1,-20,-0.1,-1,-2.1,93,6,-1,-1,2,-2
CCCCCOC(=O)c1c(N)n(CCOC)c2nc3ccccc3nc12,-4,0.4,7,0.4,94,-12,6,8,11,-2
CCCCCCN1C[C@H](O)[C@@H](n2cc(COC(=O)c3ccccc3)nn2)C[C@@H]1c1ccccc1,-3,0.1,5,-0.6,101,-1,-1,-1,1,-9
CC(C)Oc1ccc(C2C(C(=O)c3ccco3)=C(O)C(=O)N2Cc2cccnc2)cc1 (stereo unspecified),-5,-0.4,11,-1.8,99,11,-1,-2,-4,-5
CCC(C)Sc1nc2c(c(=O)[nH]c(=O)n2C)n1C (stereo unspecified),-4,-0.2,-3,-0.9,92,18,3,-2,2,7
CCN(C(=S)Nc1ccccc1F)C1CCCCC1,-7,0.1,11,-0.2,95,-3,0,3,-3,-2
Nc1nonc1-n1nnc(C(=O)N/N=C/c2ccccc2Br)c1CN1CCCC1,-3,-0.1,26,0.1,105,-10,-1,2,-1,0
COc1ccc(CCNC(=O)CCn2c(=O)c3cccn3c3cccnc32)cc1OC,-3,0.0,-3,-2.8,96,-4,2,13,-7,9
C=CCn1c(CCNC(=O)c2ccccc2F)nnc1SCC(=O)Nc1ccc(OC)cc1,-2,0.1,5,-0.9,101,-3,0,1,2,-1
CC(=O)Nc1ccccc1N(CC(O)Cn1c2ccccc2c2ccccc21)S(=O)(=O)c1ccc(C)cc1 (stereo unspecified),-5,0.6,24,2.0,99,4,-7,20,1,-5
CCc1cccc(CC)c1NC(=S)NCc1ccc2[nH]c(C)cc2c1,-7,-0.1,6,0.1,104,/,-7,/,0,-22
O=C(N/N=C\c1cccc(Cl)c1)c1ccc(Cn2cc(Br)c([N+](=O)[O-])n2)o1,-4,0.5,-10,1.7,98,-1,3,24,-4,6
Cc1ccc(NC(=O)Cn2nnc3ccccc32)c(C)c1,-4,0.3,1,-1.1,99,-1,2,-6,2,0
CCn1c(C2CCN(S(=O)(=O)c3ccc(OC)cc3)CC2)n[nH]c1=S,-6,-0.1,-6,-2.3,103,13,0,-1,3,-4
C=CCN1C=C2C(=O)C(C)(OC(=O)CC)C(=O)C=C2C=C1CCCC (stereo unspecified),-6,-0.3,0,-1.4,94,-4,4,13,2,9
CCCCCC(=O)OCCc1c(C)nc2nc[nH]n2c1=O,-2,-0.2,19,-1.2,101,6,1,-3,3,0
OC[C@@H]1CN(Cc2cccnc2)C[C@H](n2cnc3c(N4CCN(c5ccccc5)CC4)ncnc32)O1,-10,0.1,13,-1.3,88,-10,0,-2,-7,3
CN(C)S(=O)(=O)c1cc(C(=O)NCCCn2ccc3ccccc32)ccc1Cl,-4,1.1,3,-0.6,99,-3,-1,14,-4,19
O=c1c(=NNc2ccccc2Cl)c(=O)c2ccccc12,-7,2.1,-1,-2.2,99,?,-19,-9,1,-24

# Screening results: PubChem BioAssay, several laboratories
